Screens (PubChem BioAssay)
FadD28 FP inh: inhibitors of FadD28 bisubstrate probe binding, primary screen, biochemical, fluorescence polarization, single point; AID 588549, 2011; inhibition, % at 12.5 µM; 360,000 tested, 0.22% active; Mycobacterium tuberculosis FadD28 fatty-acid-AMP ligase; in the data active = inhibition above about 8.5%, passing the limit was not always enough; inconclusive = no clear call, values can overlap the other calls
BoNT-F LC inh: BoNT/F light chain protease inhibitors, primary screen, biochemical, flow cytometry, MLPCN library. Botulinum neurotoxin type F light chain protease (Clostridium botulinum). Multiplex microsphere protease cleavage assay. inhibition, % at 10 µM. 360,000 tested, 0.22% active; in the data active = inhibition above about 35%, passing the limit was not always enough; inconclusive = no clear call, values can overlap the other calls; note: plate controls were buffer without enzyme for full effect and enzyme alone for no effect
CCHFV vOTU inh: CCHFV vOTU protease inhibitors, primary screen, biochemical, Pep-AMC substrate, fluorescence. inhibition, % at 11.5 µM. 370,000 tested, 0.55% active; note: 0% = vehicle wells with enzyme and 100% = no enzyme wells
Rv3671c inh: Rv3671c serine protease inhibitors, primary screen, biochemical, fluorescence polarization, M. tuberculosis H37Rv; P9WHR9; inhibition, % at 5.96 µM; 320,000 tested, 0.048% active; AID 2606, 2010; in the data active = inhibition above about 38%;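 note: extracellular domain of Rv3671c used as enzyme; 0% = enzyme with DMSO and 100% = no enzyme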
Target sequence (P9WHR9 whole entry, looked up, the tested form may be a part): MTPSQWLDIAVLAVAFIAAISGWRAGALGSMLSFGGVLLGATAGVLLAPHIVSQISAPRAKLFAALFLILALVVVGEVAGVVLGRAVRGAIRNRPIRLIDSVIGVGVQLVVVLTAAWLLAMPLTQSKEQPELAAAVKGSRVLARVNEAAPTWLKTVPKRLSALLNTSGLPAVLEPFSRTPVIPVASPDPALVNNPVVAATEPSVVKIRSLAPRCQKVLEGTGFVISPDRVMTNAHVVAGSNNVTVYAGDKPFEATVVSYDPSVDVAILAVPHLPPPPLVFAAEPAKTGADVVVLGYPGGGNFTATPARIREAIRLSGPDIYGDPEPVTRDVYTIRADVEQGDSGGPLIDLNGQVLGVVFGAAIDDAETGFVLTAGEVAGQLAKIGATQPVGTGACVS
Mtb FBA inh: Mtb FBA enzyme inhibitors, primary screen, biochemical, fluorescence, strain H37Rv; Fructose-bisphosphate aldolase (Mycobacterium tuberculosis (strain ATCC 25618 / H37Rv)), …; purified M. tuberculosis FBA, fluorescence read-out; inhibition, % at 1 µM; 360,000 tested, 2.3% active; AID 588726, 2011; in the data active = inhibition above about 27%;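 note: 0% = vehicle and 100% = reference inhibitor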
DUSP3 inh: VHR1 phosphatase inhibitors, primary screen, biochemical, absorbance, uHTS; AID 1654, 2009; inhibition, % at 13.3 µM; recombinant VHR phosphatase, pNPP absorbance; 290,000 tested, 0.52% active; in the data active = inhibition above about 50%; note: some compounds called inactive have numbers as strong as hits
Target sequence (P51452 whole entry, looked up): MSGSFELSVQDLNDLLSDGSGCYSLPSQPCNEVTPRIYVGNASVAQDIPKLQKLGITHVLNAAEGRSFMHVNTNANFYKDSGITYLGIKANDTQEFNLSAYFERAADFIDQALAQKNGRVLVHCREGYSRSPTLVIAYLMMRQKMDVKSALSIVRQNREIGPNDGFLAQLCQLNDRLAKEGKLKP
GDH-TPI inh: GDH-TPI coupling enzyme inhibitors, primary screen, artefact control for M. tuberculosis FBA inhibitor project, biochemical, absorbance, full deck; GDH-TPI coupled enzyme counterscreen, NADH absorbance; inhibition, % at 4.8 µM; 360,000 tested, 1.2% active;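 note: 0% = DMSO wells and 100% = wells lacking the enzyme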
Mtb BioA inh: M. tuberculosis BioA enzyme inhibitors, primary screen, biochemical, plate reader, single point, HTS. 360,000 tested, 0.096% active. 7,8-diaminopelargonic acid synthase BioA (Mycobacterium tuberculosis). inhibition, % at 9.99 µM. purified M. tuberculosis BioA enzyme; in the data active = inhibition above about 40%; inconclusive = no clear call, values can overlap the other calls
Mtb UGM inh: M. tuberculosis UGM enzyme inhibitors, primary screen, biochemical, fluorescence polarization, single point | purified UGM, fluorescence polarization probe displacement | inhibition, % at 10 µM | 320,000 tested, 0.06% active | AID 504406, 2011; in the data active = inhibition above about 10%, passing the limit was not always enough; inconclusive = no clear call, values can overlap the other calls
Target sequence (P9WIQ1 whole entry, looked up): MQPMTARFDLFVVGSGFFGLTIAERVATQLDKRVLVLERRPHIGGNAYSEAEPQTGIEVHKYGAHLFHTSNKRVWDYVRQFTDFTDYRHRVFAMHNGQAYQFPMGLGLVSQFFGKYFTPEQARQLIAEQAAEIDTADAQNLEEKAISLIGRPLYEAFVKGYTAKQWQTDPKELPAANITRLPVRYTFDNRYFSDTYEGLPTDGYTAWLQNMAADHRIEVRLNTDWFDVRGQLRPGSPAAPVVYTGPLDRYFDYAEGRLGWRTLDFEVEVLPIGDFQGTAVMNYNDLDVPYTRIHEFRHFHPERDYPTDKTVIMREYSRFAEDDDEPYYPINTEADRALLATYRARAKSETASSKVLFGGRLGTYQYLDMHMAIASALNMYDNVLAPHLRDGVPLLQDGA
MazF activator: activators of E. coli MazEF toxin-antitoxin RNase, primary screen, biochemical, fluorescence, uHTS; activation, % at 20 µM; 350,000 tested, 0.32% active; FAM/BHQ RNA-DNA oligo cleavage fluorescence, 5 h; in the data active = activation above about 50%
An asterisk follows results filed as active; ? = inconclusive; nt = no result given; + = active, no number. Cut-off read from the data, not from the text of the source, unless noted: active = inhibition above about 30%; inactive = the rest.

SMILES	FadD28 FP inh	BoNT-F LC inh	CCHFV vOTU inh	Rv3671c inh	Mtb FBA inh	DUSP3 inh	GDH-TPI inh	Mtb BioA inh	Mtb UGM inh	MazF activator
CCc1cc(C(=O)OC)c(NC(=O)CN2CCN(C(=O)C3CCCO3)CC2)s1 (stereo not drawn)	1.6	-3	-2	3	3	10	10	-0.2	-1.9	-4
COc1ccc(N(C(=O)c2cccc([N+](=O)[O-])c2)S(=O)(=O)c2cccs2)cc1	-2.7	5	-4	-4	1	21	-2	nt	-0.1	-5
Cc1c(Cl)c([N+](=O)[O-])nn1CC(=O)N1CCN(Cc2ccccc2)CC1	-4.2	2	3	-3	-5	18	2	nt	3.3	4
Cc1cc(C=C(C#N)C#N)c(C)n1-c1ccccc1	-2.6	-10	5	-3	-2	18	0	-2.7	2.0	1
c1ccc(C2N3CCCN23)cc1 (stereo not drawn)	0.1	-3	2	0	-3	0	1	-1.1	-2.5	-2
Cn1c(=O)c2c(nc(NCc3ccco3)n2CC(O)COc2ccccc2)n(C)c1=O (stereo not drawn)	-2.8	-4	11	-7	-1	10	4	-2.0	-2.9	3
O=C(NCc1ccccn1)c1nc(Cn2ccc([N+](=O)[O-])n2)no1	-1.9	-1	-1	1	2	-8	6	-1.8	-1.1	9
CN(C(=O)c1cccc(NC(=O)Cc2ccc(NC(=O)C3CCCN(S(=O)(=O)c4cccc([N+](=O)[O-])c4)C3)cc2)c1)C1CCCC1 (stereo not drawn)	-2.1	4	5	nt	-3	nt	5	-1.2	nt	-9
COc1cccc(-c2cccc(NC(=O)C3CCN(Cc4cccc(C)n4)CC3)c2)c1	-2.6	-5	-3	-2	-2	6	-1	-0.8	1.8	5
CC(=O)c1cccc(N(C(=O)c2csnn2)C(C(=O)NC2CCCC2)c2ccccc2)c1 (stereo not drawn)	-0.1	-1	-1	4	1	1	-5	-0.5	1.3	-3
FC(F)(F)c1nnc(-c2ccccc2)nc1Oc1ccc(Cl)cc1Cl	-4.5	-4	1	4	-2	25	-6	-0.6	1.5	1
COc1ccc(CCNCC2CCCO2)cc1 (stereo not drawn)	-2.8	-27	7	-3	0	32	-10	-1.1	-0.8	1
CN1CCN(C(=O)CN(C2CCCCC2)S(=O)(=O)c2ccccc2)CC1	-0.2	5	4	nt	1	16	1	-1.3	nt	9
CN1CCN(C(=O)c2cc3c(=O)n4ccccc4nc3s2)CC1	-3.9	22	-286	-14	+	8	10	0.4	-3.7	11
O=S(=O)(NCc1ccc(Cl)cc1Cl)c1ccc(N2CCOCC2)nc1	-0.8	-16	-12	-1	15	-23	-1	1.1	3.6	10
NC(=O)c1c(NC(=O)Cn2nc(C(=O)O)c3ccccc3c2=O)sc2c1CCCC2	-3.5	-8	-16	1	-2	1	8	nt	1.1	-19
O=C(Nc1ccc(Cl)cn1)c1cccc2ccccc12	-5.0	?	4	10	-3	-4	-4	0.5	-1.7	3
CN(C(=O)c1cccc(NC(=O)Cc2ccc(NC(=O)C3CCN(C(=O)C4CC4)CC3)cc2)c1)C1CC1	-0.6	7	8	nt	1	nt	1	1.5	nt	-5
CC(=O)NNc1cc(N2CCOCC2)nc(N2CCOCC2)n1	2.2	-10	-3	-2	2	13	-3	3.4	-4.4	0
COc1ccc(CCNS(=O)(=O)c2ccc3[nH]c(=O)[nH]c3c2)cc1	-1.4	-2	-2	0	-1	nt	-1	-0.4	3.8	8
CCOC(=O)c1cc(-c2ccc(C)o2)n[nH]1	-0.1	3	-15	-7	0	-6	-1	-0.6	2.1	1
COc1ccc(C(=O)NCC(=O)OCCOc2ccc(Cl)cc2)cc1OC	-0.7	6	-1	-9	6	nt	2	6.9	2.2	10
Cc1ccc(-n2c(CCC(=O)O)ccc2-c2cccs2)cc1	0.6	-2	-2	-4	12	0	14	2.0	0.2	-26
Cc1ccc(S(=O)(=O)N2CCCC2)cc1C(=O)NCc1ccccc1CN1CCCC1	-0.8	3	6	9	4	nt	-7	1.3	0.9	1
Nn1c(-c2ccccc2)cc(-c2ccccc2)cc1=O	-4.1	-6	1	-3	5	nt	16	14	0.8	6
COCCn1nnnc1C(c1cc2cc(C)cc(C)c2[nH]c1=O)N1CCN(c2ccccc2F)CC1 (stereo not drawn)	-1.6	-3	-6	7	4	-16	9	-0.6	-2.5	5
CC(O)C(NS(=O)(=O)c1ccc2ccccc2c1)C(=O)OCC(=O)Nc1ccccc1OC(F)F (stereo not drawn)	-2.0	nt	5	nt	0	nt	-2	5.7	nt	0
CCOc1cc(C)nc(NCCc2ccc(OC)c(OC)c2)n1	-4.7	-8	-7	-4	-5	10	1	-0.2	0.9	-1
Cc1ccc(C)c(S(=O)(=O)NCc2ccc(C(=O)N3CC(C)OC(C)C3)cc2)c1 (stereo not drawn)	0.1	-9	5	10	-1	4	-8	-0.9	0.8	-2
COc1ccc(/C(O)=C2/C(=O)C(=O)N(CCN3CCOCC3)C2c2ccc(C)cc2)cc1 (stereo not drawn)	-1.1	-10	-18	-7	3	20	16	-1.8	3.5	-1
C[C@@H](NC(=O)c1ncn2c1C(=O)NC[C@@H]2C)c1ccccc1	-2.7	-4	3	nt	0	nt	3	-0.1	nt	0
Cc1[nH]nc(SCC(=O)NCc2ccccc2)c1[N+](=O)[O-]	-6.1	2	4	-3	0	-10	5	1.7	nt	1
CCOC(=O)N1CCN(Cc2nc3cc(NC(=O)CC(C)C)ccc3n2C)CC1	-1.4	25	-2	2	1	-12	-6	-0.1	0.4	5
O=C(CSc1nc(O)cc(=O)n1-c1ccccc1)NC1CCCCC1	-2.5	-1	5	-4	2	23	3	nt	-1.9	-9
C[C@H](NC(=O)OCc1ccccc1)C(=O)NNC(=O)[C@H](Cc1ccccc1)NC(=O)OC(C)(C)C	-2.8	-1	2	-11	1	4	2	-1.7	-1.8	-3
COC(=O)c1cc(C(=O)c2ccccc2)n2c(=O)/c(=C\N(C)C)sc12	nt	nt	-6	12	nt	-11	nt	nt	-5.5	11
CC1(C(=O)NS(=O)(=O)c2cccc(F)c2)CCN1C(=O)Cc1cccs1 (stereo not drawn)	-0.7	-4	15	nt	-2	nt	-3	-1.0	nt	nt
COCCN1C=C2C(=O)C(C)(OC(=O)CCc3ccccc3)C(=O)C=C2C=C1c1ccc(C#N)cc1 (stereo not drawn)	1.3	-5	21	-1	0	4	4	-2.4	-0.2	-15
COCCSc1ccccc1C(=O)Nc1ccc(Cl)cc1	-5.4	-15	-5	-4	4	-3	7	nt	0.7	-14
CC1=N/C(=C\c2ccc([N+](=O)[O-])cc2)C(=O)N1c1ccc(F)cc1F	-2.2	0	7	-5	-2	-11	22	-1.6	0.4	-19
O=[N+]([O-])c1ccc2c3n([n+]([O-])c2c1)CCN=C3c1ccc(Cl)cc1	-3.9	-24	7	5	-1	nt	8	-5.0	-1.0	0
CCOc1ccc(C(=O)NCc2cccnc2)cc1	-1.7	-3	-12	23	-2	-10	0	2.0	-3.1	4
CCOC(=O)C1CN(S(=O)(=O)c2ccc(C)cc2)C1	-1.6	1	-7	0	-2	-13	4	0.6	-1.2	-2
Cn1c(SCC(=O)N2CCCC2=O)nc2ccccc2c1=O	0.3	0	-10	-7	2	nt	11	-1.9	4.3	0
CC1CCCC2(C1)NC(=S)c1c(sc3c1CCCC3)N2 (stereo not drawn)	-2.8	2	-11	-2	0	24	6	0.8	-0.3	4
O=C(Nc1ccccc1)c1cc(C2CCCCN2C(=O)CCc2ccccc2)on1 (stereo not drawn)	0.5	-3	11	nt	0	nt	2	-0.8	nt	nt
O=C(NC(=S)Nc1cccnc1)c1cc2ccccc2o1	-0.9	1	5	-6	8	18	4	nt	-0.7	1
Cc1ccc(Cn2c(C)nc3c(c2=O)c2nc4ccccc4nc2n3Cc2ccco2)cc1	-1.0	8	-14	-37	48*	2	8	5.4	-3.1	-21

3 structures out of the list, arranged by molar mass, smallest number first:
SMILES	FadD28 FP inh	BoNT-F LC inh	CCHFV vOTU inh	Rv3671c inh	Mtb FBA inh	DUSP3 inh	GDH-TPI inh	Mtb BioA inh	Mtb UGM inh	MazF activator
O=C(NC(=S)Nc1cccnc1)c1cc2ccccc2o1	-0.9	1	5	-6	8	18	4	nt	-0.7	1
Cc1ccc(Cn2c(C)nc3c(c2=O)c2nc4ccccc4nc2n3Cc2ccco2)cc1	-1.0	8	-14	-37	48*	2	8	5.4	-3.1	-21
COCCN1C=C2C(=O)C(C)(OC(=O)CCc3ccccc3)C(=O)C=C2C=C1c1ccc(C#N)cc1 (stereo not drawn)	1.3	-5	21	-1	0	4	4	-2.4	-0.2	-15

(more compounds)
SMILES	FadD28 FP inh	BoNT-F LC inh	CCHFV vOTU inh	Rv3671c inh	Mtb FBA inh	DUSP3 inh	GDH-TPI inh	Mtb BioA inh	Mtb UGM inh	MazF activator
O=C(Nc1ccccc1[N+](=O)[O-])C1(c2ccccc2)CCOCC1	-0.1	2	-4	4	-1	22	18	-1.3	0.8	6
CCCn1c(N)c(C(=O)CN2CCN(S(=O)(=O)c3cccs3)CC2)c(=O)[nH]c1=O	-2.6	0	-15	-3	1	21	6	1.8	0.0	-10
CC1CN(C(=O)CSc2nnc(CNC(=O)c3ccc(S(=O)(=O)N(C)C)cc3)o2)CC(C)O1 (stereo not drawn)	1.2	-2	7	7	5	28	5	-0.7	-3.0	5
Cc1cc(Cl)c2oc(C(=O)N(C)Cc3cc(C)[nH]n3)c(C)c2c1	-0.4	-2	-1	-16	1	20	1	0.6	2.1	-14
CCc1nc2c(OCc3ccc(F)c(F)c3)cccn2c1N(C)C(=O)CC(C)C	0.2	-2	0	nt	1	nt	5	13	nt	nt

Molecules above with a nitro group on carbon, in the order listed:
SMILES	FadD28 FP inh	BoNT-F LC inh	CCHFV vOTU inh	Rv3671c inh	Mtb FBA inh	DUSP3 inh	GDH-TPI inh	Mtb BioA inh	Mtb UGM inh	MazF activator
COc1ccc(N(C(=O)c2cccc([N+](=O)[O-])c2)S(=O)(=O)c2cccs2)cc1	-2.7	5	-4	-4	1	21	-2	nt	-0.1	-5
Cc1c(Cl)c([N+](=O)[O-])nn1CC(=O)N1CCN(Cc2ccccc2)CC1	-4.2	2	3	-3	-5	18	2	nt	3.3	4
O=C(NCc1ccccn1)c1nc(Cn2ccc([N+](=O)[O-])n2)no1	-1.9	-1	-1	1	2	-8	6	-1.8	-1.1	9
CN(C(=O)c1cccc(NC(=O)Cc2ccc(NC(=O)C3CCCN(S(=O)(=O)c4cccc([N+](=O)[O-])c4)C3)cc2)c1)C1CCCC1 (stereo not drawn)	-2.1	4	5	nt	-3	nt	5	-1.2	nt	-9
Cc1[nH]nc(SCC(=O)NCc2ccccc2)c1[N+](=O)[O-]	-6.1	2	4	-3	0	-10	5	1.7	nt	1
CC1=N/C(=C\c2ccc([N+](=O)[O-])cc2)C(=O)N1c1ccc(F)cc1F	-2.2	0	7	-5	-2	-11	22	-1.6	0.4	-19
O=[N+]([O-])c1ccc2c3n([n+]([O-])c2c1)CCN=C3c1ccc(Cl)cc1	-3.9	-24	7	5	-1	nt	8	-5.0	-1.0	0
O=C(Nc1ccccc1[N+](=O)[O-])C1(c2ccccc2)CCOCC1	-0.1	2	-4	4	-1	22	18	-1.3	0.8	6
